Rac1 act GTP bind = modulators of GTP binding to human Rac1 activated mutant; P63000; GST-Rac1 activated beads, fluorescent GTP binding, flow cytometry; actives lie on both sides; 100% means binding = to untreated wells; percent activity (GTP binding), % at 10 µM; 190,000 compounds, 0.11% hits; AID 764;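 active = GTP binding at least 20 percentage points away from the 100% baseline, in either direction, so actives lie on both sides; inconclusive = Compound likely fluorescent itself, or too few beads counted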
Rac1 wt GTP bind = human Rac1 wildtype GTP binding, inhibitors and activators; AID 757; GTP binding activity (% of control), % at 10 µM; 190,000 compounds, 0.27% hits; GST-Rac1 beads, fluorescent GTP binding, flow cytometry; actives lie on both sides; 0 = cold GTP competed, 100 = untreated; P63000;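 active = GTP binding activity at least 20 points away from the 100% control level, either lower or higher; inconclusive = compound flagged as likely green fluorescent, judged across all proteins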
Mcl1-Noxa inh = disrupts binding of human Mcl-1 to Noxa peptide; Q07820; 220,000 compounds, 1.5% hits; TR-FRET Mcl-1/Noxa peptide binding, 2 h; AID 1022; inhibition, % at 21.7 µM;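 active = compounds that cut the protein-peptide binding signal by more than 50% relative to plate controls in a single-dose test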;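 note: His-tagged Mcl-1 with rhodamine Noxa BH3 peptide and terbium anti-His antibody; 0% = Mcl-1 plus Noxa peptide wells and 100% = peptide-only wells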
ABCB1 inh = inhibitors of human ABCB1 transporter, ABCG2 counter-screen; P08183; CCRF-Adr cells, JC-1 efflux, flow cytometry; inhibition, % at 6.6 µM; 190,000 compounds, 0.067% hits; AID 1326; in the data active = inhibition above about 40%;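 note: 0% = vehicle and 100% = reference inhibitor; higher value means more JC-1 retained so stronger ABCB1 efflux block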
Avidin fluor = compound fluoresces at 488/530 nm on avidin beads; compound fluorescence 488/530 nm, flow cytometry; active compounds read high; AID 1775; fluorescence (KMESF) at 10 µM; 220,000 compounds, 0.38% hits; in the data active = fluorescence above about 47; note: inactives centre near 10
ABCG2 block = inhibitors of human ABCG2 transporter, ABCB1 counter-screen; inhibition, % at 6.6 µM; AID 1325; IgMXP3 cells, JC-1 efflux, flow cytometry; 190,000 compounds, 0.1% hits;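 active = inhibition above 80%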;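 note: 0% = DMSO and 100% = nicardipine control wells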
Target sequence (Q9UNQ0 whole entry, looked up): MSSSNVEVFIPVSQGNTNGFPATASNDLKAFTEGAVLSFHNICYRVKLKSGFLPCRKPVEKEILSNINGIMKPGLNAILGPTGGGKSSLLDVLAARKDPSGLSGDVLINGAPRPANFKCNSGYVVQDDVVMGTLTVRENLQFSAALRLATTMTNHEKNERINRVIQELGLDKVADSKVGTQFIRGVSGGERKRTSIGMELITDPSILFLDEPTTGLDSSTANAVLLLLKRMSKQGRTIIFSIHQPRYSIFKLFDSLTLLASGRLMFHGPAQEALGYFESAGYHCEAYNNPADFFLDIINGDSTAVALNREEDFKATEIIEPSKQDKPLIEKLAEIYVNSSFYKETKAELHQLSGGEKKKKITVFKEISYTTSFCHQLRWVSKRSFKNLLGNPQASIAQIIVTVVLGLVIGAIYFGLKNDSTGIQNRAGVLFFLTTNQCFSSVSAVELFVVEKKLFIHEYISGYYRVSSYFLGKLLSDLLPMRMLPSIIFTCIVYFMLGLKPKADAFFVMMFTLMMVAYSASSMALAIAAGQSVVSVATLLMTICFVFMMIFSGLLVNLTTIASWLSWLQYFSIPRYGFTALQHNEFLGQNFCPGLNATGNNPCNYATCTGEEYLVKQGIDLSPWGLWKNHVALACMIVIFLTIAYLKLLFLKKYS
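Test system: IgMXP3 (ABCG2) plus far-red-tagged CCRF-Adr (ABCB1) cells / Amount: 3 million cells/mL in well / Reagent: JC-1 transporter substrate / Timing: 10 min compound exposure, 25 °C / Signal: flow cytometry, 530 nm JC-1 signal / Read-out: percent efflux inhibition, scaled nicardipine 100% to DMSO 0% / Benchmarks: nicardipine as high control, DMSO as low control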
Rab2A wt mod = changes GTP binding to wildtype dog Rab2A, up or down | 190,000 compounds, 0.19% hits | GTP binding activity, % at 10 µM | P61105 | GST-Rab2 wt beads, Bodipy-GTP binding, flow cytometry | AID 760;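 active = GTP binding activity at least 20 points away from 100%, either lowered or raised; inconclusive = signal likely due to the compound's own green fluorescence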;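 note: 0% = beads with excess unlabeled GTP and 100% = no-compound control corrected for plate trend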
Rab7 wt GTP bind = dog Rab7 wildtype GTP binding, inhibitors and activators; AID 758; 190,000 compounds, 0.055% hits; GST-Rab7 beads, fluorescent GTP binding, flow cytometry; actives lie on both sides; untreated = 100%, excess cold GTP = 0%; GTP binding activity (percent of control), % at 10 µM;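 active = fluorescent GTP binding to Rab7 beads changed by at least 20 points from the 100% baseline, either direction, mostly lower; inconclusive = compound itself probably fluorescent, or too few beads counted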;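 note: median green fluorescence of bound Bodipy-FL-GTP per Rab7 bead population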
Pf gamet viab = inhibitors of late stage P. falciparum gametocyte viability; 150,000 compounds, 0.065% hits; P. falciparum stage V gametocytes, ATP luminescence, 24 h; inhibition, % at 10.9 µM;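 active = inhibition above the mean plus 3 SD of compounds within the control limits, set per campaign, cut at about 38% in these data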;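 note: 0% = DMSO wells and 100% = medium only without gametocytes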
Cdc42 wt GTP = changes GTP binding to wildtype human Cdc42; P60953; GST-Cdc42 beads, Bodipy-GTP binding, flow cytometry; actives lie on both sides; percent activity (GTP binding), % at 10 µM; 190,000 compounds, 0.2% hits;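 active = percent activity GTP binding at least 20 points away from the 100% baseline, either down as inhibitor or up as activator; inconclusive = compound flagged as likely green fluorescent from well-wide comparison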;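 note: median bead fluorescence of bound Bodipy-FL-GTP at 100 nM; 0% = excess unlabeled GTP control and 100% = no compound control; below 100% means less GTP binding so inhibitor and above means activator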
Target sequence (P60953 whole entry, looked up): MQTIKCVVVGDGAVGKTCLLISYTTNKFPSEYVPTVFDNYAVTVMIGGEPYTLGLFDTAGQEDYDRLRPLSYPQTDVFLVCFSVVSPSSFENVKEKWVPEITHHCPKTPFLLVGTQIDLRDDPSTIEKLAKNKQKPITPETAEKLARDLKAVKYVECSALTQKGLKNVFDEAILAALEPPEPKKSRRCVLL
HRas wt GTP bind = human HRas wildtype GTP binding, change in either direction | P01112 | GST-Ras wt beads, Bodipy-FL-GTP binding, flow cytometry; actives lie on both sides | GTP binding activity, % at 10 µM | 190,000 compounds, 0.14% hits;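 active = GTP binding activity at least 20% away from the 100% baseline, either lowered as inhibitor or raised as activator; inconclusive = flagged as likely green fluorescent, judged across all proteins in the well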;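 note: 0% = unlabeled GTP competition control and 100% = no-compound control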
Target sequence (P01112 whole entry, looked up): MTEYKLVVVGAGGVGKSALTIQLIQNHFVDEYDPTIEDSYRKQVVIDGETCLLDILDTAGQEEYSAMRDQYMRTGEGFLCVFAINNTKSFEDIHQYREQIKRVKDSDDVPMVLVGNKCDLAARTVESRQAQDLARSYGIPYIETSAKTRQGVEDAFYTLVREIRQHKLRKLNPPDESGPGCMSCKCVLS
An asterisk follows results filed as active; ? = inconclusive; . = no result given. Random draw from the library; any-hit rate near 2.3%.

SMILES | Rac1 act GTP bind | Rac1 wt GTP bind | Mcl1-Noxa inh | ABCB1 inh | Avidin fluor | ABCG2 block | Rab2A wt mod | Rab7 wt GTP bind | Pf gamet viab | Cdc42 wt GTP | HRas wt GTP bind
Cn1nnnc1SC1CC(=O)N(c2ccccc2)C1=O (stereo not given) | 98 | 101 | 21 | -0.2 | 11 | 1 | 96 | 96 | 24 | 96 | 96
Cc1cc(OCC(=O)NCCO)cc(C)c1Cl | 102 | 107 | -9 | 0.4 | 32 | 9 | 104 | 97 | 23 | 106 | 100
COc1cc(CNCCc2c[nH]c3ccccc23)ccc1OCc1ccccc1F | 99 | 97 | 16 | 0.0 | 9 | 0 | 99 | 99 | -9 | 99 | 99
C=CCc1ccc(O)c(-c2cc(CC=C)ccc2O)c1 | 92 | 97 | -9 | 0.2 | 5 | -1 | 95 | 102 | . | 93 | 95
O=C(Cn1cnc2ccccc2c1=O)N1CCN(Cc2ccccc2)CC1 | 95 | 98 | 9 | -0.1 | 11 | 1 | 98 | 102 | 8 | 101 | 102
Cn1c2ccccc2c2nnc(SCC(=O)NCc3ccoc3)nc21 | 91 | 93 | 12 | 0.5 | 9 | 12 | 93 | 95 | -3 | 94 | 94
CCOc1ccccc1NC(=O)CC1NCCNC1=O (stereo not given) | 104 | 109 | 0 | 0.6 | 10 | 4 | 105 | 105 | -10 | 107 | 104
Cc1ccc(S(=O)(=O)N2CCN(c3ccccc3)CC2)cc1C(N)=O | 95 | 95 | 10 | 0.2 | 10 | 2 | 97 | 97 | -3 | 98 | 96
CCOc1cc(CNCCSc2nnnn2C)cc(Br)c1OCc1ccc(F)cc1 | 97 | 102 | -12 | 9.6 | 24 | 105* | 98 | 97 | -17 | 104 | 97
CCOC(=O)CCSc1nc(C)c2cc(OC)ccc2n1 | 98 | 107 | -13 | -0.1 | 5 | 1 | 100 | 100 | . | 99 | 100
Cc1ccccc1NC(=O)c1ccc(S(=O)(=O)N(C)C)cc1 | 98 | 100 | -1 | -2.4 | 10 | -2 | 99 | 102 | . | 103 | 99
Cc1ccc(NC(=O)c2ccc([N+](=O)[O-])o2)c(C)c1 | 94 | 111 | -3 | 0.3 | 10 | 4 | 105 | 109 | . | 102 | 104
Cc1c(C(=O)N2CCN(c3ccc(F)cc3)CC2)sc2nc(-c3ccccc3)cn12 | 100 | 102 | 0 | -0.3 | 7 | 20 | 101 | 100 | -4 | 101 | 99
O=C(c1ccc(F)cc1)C1CCN(C(=S)Nc2ccccc2)CC1 | 89 | 87 | 17 | 0.9 | 25 | 7 | 92 | 98 | . | 84 | 86
Cc1cc(C)cc(NC(=O)c2ccccc2NC(=O)CCC(=O)O)c1 | 100 | 106 | 11 | 0.2 | 2 | 2 | 99 | 103 | -3 | 100 | 101
Cc1sc2ncnc(Sc3ccccc3C(=O)Nc3ccccc3Cl)c2c1C | 104 | 103 | 12 | 1.5 | 10 | 7 | 102 | 100 | -32 | 102 | 101
COCCn1c(SCC(=O)Nc2cccc(OC)c2)nnc1-c1ccc(Cl)cc1 | 88 | 91 | 1 | 1.1 | 15 | 4 | 90 | 91 | . | 94 | 93
CCOc1cc2[nH]c(=O)n(CC3CCC(C(=O)NCCCOC)CC3)c(=O)c2cc1OCC (stereo not given) | 99 | 102 | -3 | 0.2 | 13 | 0 | 99 | 98 | . | 101 | 99
O=C(c1cnccn1)N(c1ccccc1)C1(C(=O)NC2CCCC2)CCCCC1 | 100 | 104 | 10 | 0.5 | 36 | 2 | 99 | 99 | -1 | 103 | 101
COc1cccc(CNC(=O)Cc2ccc(Br)cc2)c1 | 100 | 102 | 9 | 0.8 | 7 | 9 | 98 | 101 | . | 100 | 100
Cc1ccc(C2=CC(c3ccc(N(C)C)cc3)n3nnnc3N2)cc1 (stereo not given) | 100 | 105 | 6 | 0.4 | 9 | 2 | 101 | 97 | . | 104 | 103
Cc1cccc(-n2[nH]c3c4c(ccc3c2=O)C(=O)c2ccccc2C4=O)c1 | 93 | 96 | 55* | 0.1 | 15 | 14 | 91 | 94 | . | 97 | 92
COc1ccc2oc3cc(C)[n+]([O-])c(-c4ccc(Cl)cc4)c3c2c1 | 96 | 101 | 12 | 0.8 | -1 | 8 | 97 | 102 | 9 | 96 | 95
Cc1nn(C)c(C)c1S(=O)(=O)N(CC(=O)Nc1nccs1)c1ccc(C(C)C)cc1 | 101 | 108 | 15 | -1.8 | 8 | -1 | 100 | 100 | . | 104 | 102
CCN(CC(=O)Nc1ccc2c(c1)OCCO2)C(=O)/C=C/c1ccc(F)cc1 | 88 | 95 | 3 | 0.4 | 12 | 7 | 90 | 91 | 8 | 92 | 91
COCCNC(=O)c1ccc(N2CCC3(CC2)OCCO3)c([N+](=O)[O-])c1 | 101 | 99 | -5 | . | 10 | 11 | 101 | 91 | 28 | 96 | 96
CCc1nc(SCCO)c2oc3ccccc3c2n1 | . | . | 18 | 1.1 | 17 | 11 | . | . | 5 | . | .
Cc1cccc(Cn2c(=O)c3c(nc4n3CCN4Cc3ccco3)n(C)c2=O)c1 | 95 | 92 | 22 | 4.4 | 56* | 30 | 92 | 91 | . | 97 | 93
CCN1CCc2c(C#N)c(NCc3ccccc3)nc(NCCO)c2C1 | 102 | 105 | 4 | 0.6 | 17 | 2 | 110 | 110 | 0 | 113 | 111
Cc1cccn2c(=O)c(C=NCc3ccco3)c(Nc3ccc(SC(F)F)cc3)nc12 | 101 | 105 | 8 | 0.3 | 8 | 12 | 101 | 100 | -12 | 104 | 104

In another format: results already given.
| SMILES | Rac1 act GTP bind | Rac1 wt GTP bind | Mcl1-Noxa inh | ABCB1 inh | Avidin fluor | ABCG2 block | Rab2A wt mod | Rab7 wt GTP bind | Pf gamet viab | Cdc42 wt GTP | HRas wt GTP bind |
| --- | --- | --- | --- | --- | --- | --- | --- | --- | --- | --- | --- |
| Cc1sc2ncnc(Sc3ccccc3C(=O)Nc3ccccc3Cl)c2c1C | 104 | 103 | 12 | 1.5 | 10 | 7 | 102 | 100 | -32 | 102 | 101 |
| COCCn1c(SCC(=O)Nc2cccc(OC)c2)nnc1-c1ccc(Cl)cc1 | 88 | 91 | 1 | 1.1 | 15 | 4 | 90 | 91 | . | 94 | 93 |
| CCOc1cc2[nH]c(=O)n(CC3CCC(C(=O)NCCCOC)CC3)c(=O)c2cc1OCC (stereo not given) | 99 | 102 | -3 | 0.2 | 13 | 0 | 99 | 98 | . | 101 | 99 |
| O=C(c1cnccn1)N(c1ccccc1)C1(C(=O)NC2CCCC2)CCCCC1 | 100 | 104 | 10 | 0.5 | 36 | 2 | 99 | 99 | -1 | 103 | 101 |
| COc1cccc(CNC(=O)Cc2ccc(Br)cc2)c1 | 100 | 102 | 9 | 0.8 | 7 | 9 | 98 | 101 | . | 100 | 100 |
| Cc1ccc(C2=CC(c3ccc(N(C)C)cc3)n3nnnc3N2)cc1 (stereo not given) | 100 | 105 | 6 | 0.4 | 9 | 2 | 101 | 97 | . | 104 | 103 |
| Cc1cccc(-n2[nH]c3c4c(ccc3c2=O)C(=O)c2ccccc2C4=O)c1 | 93 | 96 | 55* | 0.1 | 15 | 14 | 91 | 94 | . | 97 | 92 |

Next part:
SMILES | Rac1 act GTP bind | Rac1 wt GTP bind | Mcl1-Noxa inh | ABCB1 inh | Avidin fluor | ABCG2 block | Rab2A wt mod | Rab7 wt GTP bind | Pf gamet viab | Cdc42 wt GTP | HRas wt GTP bind
COC(=O)N1CC(c2ccccc2)CC1=O (stereo not given) | 98 | 100 | -8 | 0.0 | 5 | 2 | 102 | 102 | . | 102 | 101
O=C(CN1CCN(c2ccc(F)cc2)CC1)Nc1cccc(C(F)(F)F)c1 | ? | ? | 1 | 0.5 | 23 | 2 | ? | ? | 8 | ? | ?
Nc1nc(SCC(=O)c2ccc(Oc3ccccc3)cc2)n[nH]1 | 100 | 103 | 8 | 0.1 | 7 | 1 | 102 | 100 | -7 | 101 | 104
O=C(CSC1=NCCN1)Nc1cccc([N+](=O)[O-])c1 | 93 | 90 | 1 | 0.0 | 12 | 1 | 97 | 103 | -4 | 93 | 97
O=S(=O)(c1ccc(Cl)cc1)N1CCN=C1SCc1cccnc1 | 95 | 99 | -2 | 1.6 | 15 | 2 | 98 | 106 | . | 99 | 97
O=C(/C=C/c1ccco1)N/C(=C\c1ccco1)C(=O)NCCc1nc2ccccc2[nH]1 | 100 | 101 | 3 | -0.4 | 4 | -4 | 99 | 98 | -5 | 97 | 102
COc1cc(C=O)c(Br)cc1OCC(=O)NCc1ccccc1 | 94 | 97 | 6 | 1.1 | 12 | 7 | 96 | 102 | 10 | 95 | 93
COc1cc(/C=N/N=C2/C(=O)Nc3ccccc32)ccc1O | 96 | 93 | 36 | 0.7 | 14 | 16 | 90 | 97 | . | 94 | 94
CO/N=C/c1cn(-c2ccc(Cl)cc2)nn1 | 100 | 101 | 10 | 0.1 | 12 | 3 | 104 | 99 | 2 | 100 | 101
CC(C)OC(=O)CC12CN(C)CC(CC(=O)OC(C)C)(CN(C)C1)C2=O | 101 | 104 | -2 | 0.1 | 31 | 2 | 101 | 98 | . | 102 | 102
COc1ccc(C(=O)NCC(=O)N/N=C/c2cccc(OC(=O)c3ccco3)c2)cc1OC | 94 | 99 | 5 | 0.0 | 7 | -1 | 97 | 109 | 3 | 98 | 99
COc1ccc(-c2nn(CC(=O)N3CCCCC3)c(=O)c3ccccc23)cc1 | 97 | 96 | -14 | 1.2 | . | 2 | 97 | 95 | . | 97 | 97
CC(=O)Nc1ccc(-c2nn[nH]n2)cc1Cl | 97 | 101 | 2 | 0.2 | 8 | 1 | 99 | 98 | . | 98 | 100
Cc1ccc(NC(=S)N/N=C/c2c(Cl)cccc2Cl)c(C)c1 | 101 | 107 | -35 | -0.2 | 12 | 2 | 101 | 103 | -8 | 105 | 104
CN(C)c1ccc(C=C2C(=O)OC(C)(C(C)(C)C)OC2=O)cc1 (stereo not given) | 98 | 102 | 20 | 1.0 | 13 | 12 | 100 | 102 | . | 100 | 100
CC(=O)Nc1cc2c(cc1NC(=O)Cn1nc(-c3ccccc3F)ccc1=O)OCCO2 | ? | ? | 17 | 0.2 | 32 | 1 | ? | ? | 7 | ? | ?
O=C(O)c1cccc(N2C(=O)c3ccc(Oc4ccc(Cl)cc4)cc3C2=O)c1 | 92 | 96 | 3 | 0.2 | 1 | 7 | 94 | 98 | . | 92 | 96

Screening data from PubChem.
